Assay outcomes (PubChem)
UBC9 SUMO inh: inhibitors of human SUMOylation (UBC9) | HTRF SUMOylation assay, SAE1/SAE2 + UBC9, in vitro | P63279 | actives 0.36% (n = 290,000) | inhibition, % at 35 µM; in the data active means inhibition above about 50%, passing the limit was not always enough; further: strong numbers were not always called active
FID counter: counter-screen for HCV NS3 helicase inhibitors: DNA intercalator displacement; DNA fluorescent intercalator displacement, fluorescence; inhibition, % at 7.9 µM; actives 0.17% (n = 290,000); AID 1845; in the data active means inhibition above about 37%;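 further: 0% = vehicle and 100% = reference compound; higher means more ethidium bromide displaced from hairpin DNA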
pCIP destab: p/CIP protein destabilization; actives 0.01% (n = 290,000); F442A p/CIP-EGFP cells, EGFP fluorescence, 16 h; Q05BA5; decrease of EGFP signal, % at 10 µM;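 active means EGFP signal decrease of at least 30% at 10 µM or well 3 SD below plate mean, unless failing retest; inactive means the rest, including hits failing retest or dose response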; further: some compounds called inactive have numbers as strong as hits; many of its hits are not listed in these tables
VIM-2 inhibitor: blocks Pseudomonas aeruginosa VIM-2 metallo-beta-lactamase. purified VIM-2, nitrocefin hydrolysis, epi-absorbance fluorescence. inhibition, % at 5.6 µM. actives 0.89% (n = 290,000). AID 1527;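 active means inhibition above the mean of all tested compounds plus 3 SD, cutoff set per screening run, cut at about 7.5% in these data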;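 further: red hydrolysis product quenches plate fluorescence so inhibitors raise well fluorescence; 0% = enzyme with DMSO and 100% = DMSO without enzyme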
IDE cell inh: inhibitors of human insulin-degrading enzyme in cells. P14735. HEK cells, FAbetaB cleavage, fluorescence polarization. inhibition, % at 5.59 µM. actives 0.41% (n = 320,000);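 active means percent inhibition above the average of all tested compounds plus 3 SD, set per screening campaign, cut at about 16% in these data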;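 further: IDE supplied by intact live HEK cells; FP after avidin binding of uncleaved biotin substrate so inhibition keeps polarization high; 0% = DMSO wells and 100% = 60 µM reference IDE inhibitor Ii1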
Target sequence (P14735 whole entry, looked up): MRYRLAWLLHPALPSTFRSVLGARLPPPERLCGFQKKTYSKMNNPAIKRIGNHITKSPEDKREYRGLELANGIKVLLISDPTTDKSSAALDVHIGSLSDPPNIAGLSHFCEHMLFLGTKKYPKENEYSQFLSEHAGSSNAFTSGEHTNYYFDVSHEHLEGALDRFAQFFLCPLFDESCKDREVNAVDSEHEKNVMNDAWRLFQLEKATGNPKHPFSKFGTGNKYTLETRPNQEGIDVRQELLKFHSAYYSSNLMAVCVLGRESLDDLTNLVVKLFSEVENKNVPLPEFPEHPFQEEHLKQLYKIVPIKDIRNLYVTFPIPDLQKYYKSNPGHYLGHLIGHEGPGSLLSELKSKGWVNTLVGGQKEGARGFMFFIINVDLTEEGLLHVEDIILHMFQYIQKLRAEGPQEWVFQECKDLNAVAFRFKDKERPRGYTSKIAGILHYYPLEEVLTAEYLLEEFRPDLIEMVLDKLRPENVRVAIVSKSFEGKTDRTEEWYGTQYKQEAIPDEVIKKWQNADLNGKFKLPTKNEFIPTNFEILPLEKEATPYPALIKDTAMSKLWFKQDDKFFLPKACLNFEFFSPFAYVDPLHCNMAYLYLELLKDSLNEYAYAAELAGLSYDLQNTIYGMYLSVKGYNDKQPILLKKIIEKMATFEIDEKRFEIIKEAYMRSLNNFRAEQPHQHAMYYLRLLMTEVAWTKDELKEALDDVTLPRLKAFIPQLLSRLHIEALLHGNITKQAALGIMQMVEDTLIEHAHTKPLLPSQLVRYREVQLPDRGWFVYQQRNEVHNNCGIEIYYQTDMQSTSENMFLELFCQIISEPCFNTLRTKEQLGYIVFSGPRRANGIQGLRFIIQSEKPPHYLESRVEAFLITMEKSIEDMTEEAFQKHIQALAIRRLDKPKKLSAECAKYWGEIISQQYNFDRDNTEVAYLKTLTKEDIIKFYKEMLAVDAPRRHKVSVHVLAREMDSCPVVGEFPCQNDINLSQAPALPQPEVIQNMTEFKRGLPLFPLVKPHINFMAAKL
IDE act: boosts human insulin-degrading enzyme activity in HEK cells | actives 0.073% (n = 340,000) | P14735 | activation, % at 5.96 µM | AID 493087 | FAbeta-B cleavage, fluorescence polarization; 0% vehicle, 100% cell-free pure enzyme wells;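 active means activation above the mean of all tested compounds plus 3 SD, set per screening campaign, cut at about 17% in these data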
M18AAP inhibitor: blocks P. falciparum M18 aspartyl aminopeptidase. recombinant PfM18AAP, H-Glu-NHMec fluorogenic cleavage. actives 1.2% (n = 290,000). AID 1822. inhibition, % at 7.35 µM;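 active means inhibition above the campaign mean inhibition over all tested compounds plus 3 SD, cut at about 28% in these data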;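 further: 0% = plate median of test compound wells and 100% = 2 mM ZnCl2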
NS3 helicase inh: blocks Hepatitis C virus NS3 helicase unwinding | NS3 helicase DNA unwinding, Cy5 molecular beacon fluorescence | actives 0.56% (n = 290,000) | inhibition, % at 10.9 µM | AID 1800;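 active means inhibition above the mean of all tested compounds plus 3 SD, set per campaign, cut at about 35% in these data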;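 further: 0% = DMSO wells and 100% = thioflavine S control wells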
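Measured by: Cy5 fluorescence, 0 and 60 min reads / Assay system: NS3 helicase fragment of HCV / Control set: low DMSO, high thioflavine S at 110 µM / Times: 1 h reaction at 25 °C, ATP-initiated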
IMP-1 inh: blocks Pseudomonas aeruginosa IMP-1 metallo-beta-lactamase. purified IMP-1, nitrocefin hydrolysis, epi-absorbance fluorescence. actives 0.45% (n = 290,000). inhibition, % at 5.6 µM;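 active means inhibition above the mean plus 3 SD of all compounds in the same screening run, cut at about 4.5% in these data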;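 further: 0% = IMP-1 with DMSO and 100% = DMSO wells lacking enzyme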
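System: Purified IMP-1 | Read-out basis: Percent enzyme inhibition | Controls: IMP-1 with DMSO as 0%, enzyme-free DMSO as 100% | Replicates: One well per compound | Doses: 5.6 µM nominal single concentration | Detection: Epi-absorbance fluorescence, 480 nm excitation, 530 nm emission | Incubation: 25 °C, 15 min preincubation, 25 min reaction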
Numbers without * were called inactive; · = not tested or not shown.

SMILES | UBC9 SUMO inh | FID counter | pCIP destab | VIM-2 inhibitor | IDE cell inh | IDE act | M18AAP inhibitor | NS3 helicase inh | IMP-1 inh
COc1ccc(CCNC(=O)C2Cc3ccccc3C(=O)O2)cc1 (stereo unspecified) | -6 | -4 | 11 | -2.2 | 5 | 1 | 2 | -2 | -2.5
COc1ccc(C2C(C(=O)Nc3cc(C)on3)c3ccccc3C(=O)N2C)cc1 (stereo unspecified) | 2 | -7 | -3 | -3.0 | -2 | 1 | -8 | -3 | -3.2
Cc1c(C(=O)NCc2ccc(S(N)(=O)=O)cc2)oc2ccc(Cl)cc12 | -3 | 1 | -15 | -2.4 | -3 | · | 5 | -3 | -2.1
C#Cc1ccc([C@@H]2C=C(C(=O)NCc3nc4ccccc4[nH]3)O[C@H](OCC)[C@H]2CCCO)cc1 | 7 | · | -12 | · | 5 | -2 | · | · | ·
C/C(=N\O)c1ccc(Cl)c(Cl)c1 | 13 | 0 | 0 | -2.7 | 7 | · | -5 | -6 | -1.0
CCN(C1CCCCC1)S(=O)(=O)c1ccc(S(=O)(=O)NCc2ccncc2)cc1 | 4 | -13 | -17 | -3.4 | 3 | -8 | -11 | 10 | -1.2
C=C(C)CN(CC)CCC(=O)Nc1ccc(OC)cc1OC | 15 | -3 | -11 | -0.3 | 1 | 3 | 5 | -1 | -1.6
COc1ccc(-n2nc(C(=O)NCC(=O)NCc3ccc(F)cc3)c3ccccc3c2=O)cc1 | 0 | -16 | -11 | -3.5 | 0 | 1 | 7 | -1 | -2.3
COCCNC(=O)NC(=O)CN1CCCc2ccccc21 | 9 | -3 | -2 | -0.9 | 2 | 2 | -3 | 9 | -2.5
CC(NC(=O)CCl)c1ccccc1Br (stereo unspecified) | -9 | -4 | 8 | -2.5 | -1 | 0 | 3 | -1 | -3.8
O=C(Nc1nccs1)C1CCCN(S(=O)(=O)c2cccc3cccnc23)C1 (stereo unspecified) | 21 | -19 | -5 | -0.2 | 7 | -4 | 8 | -11 | -4.0
CC(C)OC(=O)CCC(=O)Nc1ccc(F)cc1 | 12 | -8 | -5 | -2.5 | 3 | -7 | -5 | -10 | 0.4
CCOC(=O)c1cccc(NC(=O)/C=C/c2ccc3c(c2)OCO3)c1 | -7 | -11 | 2 | 0.2 | -2 | 0 | 2 | 0 | -1.5
O=C1C(=O)N(CCCn2ccnc2)C(c2cccnc2)/C1=C(/O)c1ccc(Br)cc1 (stereo unspecified) | · | -2 | · | -0.2 | · | · | -13 | -4 | -2.2
O=C(c1ccc(F)cc1F)N1CCN(c2n[nH]c(=O)[nH]c2=O)CC1 | 4 | 0 | 21 | 0.0 | 2 | 5 | 3 | -7 | -2.1
CN1CCCN(c2ccc([N+](=O)[O-])cc2)CC1 | -1 | 18 | -10 | 0.0 | 3 | 5 | -3 | 12 | -1.6
CCOC(=O)N1CCN(c2c(N3CCN(c4cc(C)ccc4C)CC3)c(=O)c2=O)CC1 | 4 | -11 | -3 | -3.5 | 4 | 4 | -1 | 2 | -3.7
O=C(N/N=C/c1cc(Cl)ccc1O)c1ccncc1 | 21 | -6 | 7 | -2.0 | -7 | -8 | 8 | -6 | 0.9
CCOc1ccccc1N(CC(=O)NCCSCc1ccco1)S(=O)(=O)c1ccccc1 | 16 | -42 | -2 | 2.0 | 3 | 0 | -3 | 15 | -0.1
COc1ccccc1CN1C[C@@H]2C[C@@H](c3[nH]c4c(C)cccc4c3C)N3CCC[C@@]23C1=O | 6 | -4 | -4 | 1.6 | -2 | 0 | 3 | 12 | -0.2
C=CCn1c(CNC(=O)c2cccs2)nnc1SCc1ccc(Cl)cc1Cl | 2 | -30 | -12 | -1.4 | 2 | 4 | 3 | 2 | 1.0
Cc1cc(NC(=O)CCC(=O)N(CC2CCCO2)C(C(=O)NC2CCCC2)c2cccnc2)no1 (stereo unspecified) | 17 | -24 | -15 | -0.1 | 3 | 5 | -13 | -4 | -0.4
COc1cc(NC(=O)c2ccccc2NS(=O)(=O)c2ccc(Cl)s2)cc(OC)c1 | 8 | -31 | 5 | 1.6 | -2 | -1 | 0 | -28 | -1.0
COc1ccc2nc(/C=N/NC(=O)[C@@H]3CCCN3C(=O)OC(C)(C)C)ccc2c1 | 17 | -32 | 6 | -1.4 | 1 | 6 | -4 | 3 | -1.8
O=C1CCC([N+](=O)[O-])C(c2ccccc2Cl)N1 (stereo unspecified) | 8 | 1 | 3 | -4.4 | 1 | 5 | 2 | -1 | -1.5
O=C(COC(=O)Cc1cccs1)Nc1ccccc1 | 20 | -1 | -11 | -0.2 | 1 | 4 | 2 | -7 | -1.7
C/C(=N\NC(=O)c1ccc(Br)cc1)c1cccc(NC(=O)c2cccnc2)c1 | 1 | -7 | 7 | -3.8 | 0 | 2 | 0 | 1 | -3.0
CC(=O)N/C(=N\OCc1ccc(Br)cc1)c1nonc1NC(C)=O | 8 | 1 | 1 | -3.3 | 1 | 7 | 3 | 0 | -5.1
Cc1ccc(NC(=S)N2CCN(C(=O)C3CCCO3)CC2)c(C)c1 (stereo unspecified) | 0 | 1 | -2 | -0.9 | -8 | 6 | 8 | 6 | -2.3
COc1ccc2nnc(-c3ccccc3)n2n1 | 4 | -2 | 3 | 0.6 | 4 | 6 | -6 | 0 | -3.9
CC12COC3(C(=O)NCCc4ccccc4)CC1CCC32C (stereo unspecified) | 19 | -12 | -6 | -2.2 | -3 | 9 | -2 | 1 | -5.1
CC(=O)N(CCC(Cc1ccccc1)c1ccc2c(c1)OCO2)Cc1ccc(Cl)cc1 (stereo unspecified) | -9 | -22 | -16 | -2.4 | 2 | 7 | 5 | -12 | -2.4
COC(=O)c1c(NC(=O)c2c(-c3ccccc3Cl)noc2C)sc2c1CCC2 | -2 | -6 | -5 | -3.2 | 3 | 1 | 7 | -3 | -0.8
CCC1(c2ccc(F)cc2)NC(=O)N(CC(=O)N2CCOCC2)C1=O (stereo unspecified) | 1 | -6 | -3 | -1.4 | -8 | 3 | -23 | 16 | -0.8
O=C(COC(=O)Cn1cnc2ccccc2c1=O)Nc1ccc2c(c1)OCO2 | 2 | -7 | -6 | -4.8 | 6 | 4 | -2 | -2 | -4.9
Cc1cc(NC(=O)c2ccccc2Cl)no1 | -3 | -2 | -13 | -1.3 | 1 | 1 | 0 | 3 | -1.6

A portion from the list above:
SMILES | UBC9 SUMO inh | FID counter | pCIP destab | VIM-2 inhibitor | IDE cell inh | IDE act | M18AAP inhibitor | NS3 helicase inh | IMP-1 inh
CC(=O)N/C(=N\OCc1ccc(Br)cc1)c1nonc1NC(C)=O | 8 | 1 | 1 | -3.3 | 1 | 7 | 3 | 0 | -5.1
Cc1ccc(NC(=S)N2CCN(C(=O)C3CCCO3)CC2)c(C)c1 (stereo unspecified) | 0 | 1 | -2 | -0.9 | -8 | 6 | 8 | 6 | -2.3

Next records follow.
SMILES | UBC9 SUMO inh | FID counter | pCIP destab | VIM-2 inhibitor | IDE cell inh | IDE act | M18AAP inhibitor | NS3 helicase inh | IMP-1 inh
COc1ccc(NC(=O)CCNC(=O)Cn2cnc3sc4c(c3c2=O)CCCC4)cc1OC | 0 | -20 | 6 | -1.9 | 1 | -2 | -1 | 6 | -1.7
CCN(CC)c1ccc(C=C2C(=O)OC(c3ccccc3)OC2=O)cc1 (stereo unspecified) | 11 | -2 | -11 | -2.4 | 1 | 5 | 4 | 9 | -2.5
O=C(NNc1cccc(Cl)c1)c1cccnc1Oc1ccccc1 | 0 | -5 | -6 | -1.0 | 2 | 4 | -11 | 4 | -2.6
CC(C)(C)C1CCc2c(sc(NC(=O)c3cccs3)c2C(N)=O)C1 (stereo unspecified) | 15 | -2 | -4 | -1.9 | -1 | 5 | 0 | 1 | -3.1
CCOC(=O)/C(C#N)=C/c1ccc(N2CCN(C)CC2)cc1 | 5 | 4 | -3 | -2.7 | 2 | 3 | 1 | -1 | -1.1
CCOC(=O)c1c(NC(=O)c2cccs2)sc(CC)c1-c1cccs1 | 16 | 2 | -2 | -0.5 | -8 | 0 | 16 | 1 | 1.5
O=c1n(Cc2ccc(F)cc2)nc2n1-c1ccccc1SC2 | 11 | -12 | -2 | -0.5 | 5 | -4 | -3 | -11 | -2.2
O=C(O)COc1ccccc1/C=N/n1c(C2CCCCC2)n[nH]c1=S | 6 | -21 | -7 | 27* | · | -3 | 22 | -7 | -3.9
Cc1cc(C(=O)N2CCc3c([nH]c4ccccc34)C2c2cccc(Cl)c2)nn1C (stereo unspecified) | -28 | -25 | -6 | -2.6 | 3 | 1 | 5 | -1 | -2.7
O=C(O)C1CCCCC1C(=O)Nc1ccc(-c2ccccc2)cc1 (stereo unspecified) | 8 | -1 | -11 | -3.9 | -1 | -4 | 1 | 3 | -2.2
Cc1cc2ncn(CCOc3ccccc3)c2cc1C | -8 | -7 | -13 | -4.6 | 0 | 3 | -4 | -8 | -4.2
Cc1nc(=S)c2ccccc2[nH]1 | -1 | -1 | 2 | -6.5 | -2 | 3 | 4 | -4 | -3.5
CN(CCCn1c(=S)[nH]c2ncccc2c1=O)Cc1ccccc1 | 8 | -3 | -1 | -2.4 | 0 | 3 | 8 | 6 | -5.5
Cc1cccc(C(=O)N2CCCC(N3CCN(Cc4ccc5c(c4)OCO5)CC3)C2)n1 (stereo unspecified) | 12 | 4 | 5 | 2.9 | -6 | 0 | 4 | 32 | 2.8
Cc1ccc(N=Cc2c(C)[nH]n(-c3ccccc3)c2=O)nc1 | 12 | 0 | -12 | -0.2 | 6 | 1 | -11 | -6 | -1.9

In a second layout: results already given
Every second line gives: UBC9 SUMO inh	FID counter	pCIP destab	VIM-2 inhibitor	IDE cell inh	IDE act	M18AAP inhibitor	NS3 helicase inh	IMP-1 inh
- CCOC(=O)c1c(NC(=O)c2cccs2)sc(CC)c1-c1cccs1
    16	2	-2	-0.5	-8	0	16	1	1.5
- O=c1n(Cc2ccc(F)cc2)nc2n1-c1ccccc1SC2
    11	-12	-2	-0.5	5	-4	-3	-11	-2.2
- O=C(O)COc1ccccc1/C=N/n1c(C2CCCCC2)n[nH]c1=S
    6	-21	-7	27*	·	-3	22	-7	-3.9
- Cc1cc(C(=O)N2CCc3c([nH]c4ccccc34)C2c2cccc(Cl)c2)nn1C (stereo unspecified)
    -28	-25	-6	-2.6	3	1	5	-1	-2.7
- O=C(O)C1CCCCC1C(=O)Nc1ccc(-c2ccccc2)cc1 (stereo unspecified)
    8	-1	-11	-3.9	-1	-4	1	3	-2.2
- Cc1cc2ncn(CCOc3ccccc3)c2cc1C
    -8	-7	-13	-4.6	0	3	-4	-8	-4.2
- Cc1nc(=S)c2ccccc2[nH]1
    -1	-1	2	-6.5	-2	3	4	-4	-3.5
- CN(CCCn1c(=S)[nH]c2ncccc2c1=O)Cc1ccccc1
    8	-3	-1	-2.4	0	3	8	6	-5.5
- Cc1cccc(C(=O)N2CCCC(N3CCN(Cc4ccc5c(c4)OCO5)CC3)C2)n1 (stereo unspecified)
    12	4	5	2.9	-6	0	4	32	2.8
- Cc1ccc(N=Cc2c(C)[nH]n(-c3ccccc3)c2=O)nc1
    12	0	-12	-0.2	6	1	-11	-6	-1.9
